p53null 39C tox: kills p53 null cells at the nonpermissive temperature; Potency, µM (highest dose often 46.1 µM), for the others: top-dose activity, negative = cell killing, hits mostly cytotoxic; hit rate 0.97% among 55,000; H1299 p53-null (neo) cells, 39C, ATPlite viability, 24 h;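 further: 0% = DMSO only and -100% = full killing by 100 µM tamoxifen; nearly all actives have a fitted effect of over 50% in size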
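H1299 lung cancer cells, p53-null (H1299-neo) or expressing p53 A138V (H1299-p53A138V), were plated overnight at 37C, then exposed to compounds at up to 46 uM for 24 hr at 39C. Viability was read by ATP-based luminescence.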
p53null 32C tox: selectivity test: cytotoxicity in p53 null cells, permissive temperature | Potency, µM (top dose mostly 46.1 µM), without a hit: at the top dose activity change, negative = cytotoxicity, actives largely listed as cytotoxic | H1299-neo p53 null cells, ATP luminescence, 24 h, 32C | AID 903 | hit rate 0.62% among 55,000;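 further: 0% = DMSO only and -100% = full killing by 100 µM tamoxifen; nearly all actives have a fitted effect of over 55% in size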
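H1299-neo (p53-null) cells, 600/well, were pre-incubated overnight at 37C, then exposed to compounds at up to 46 uM for 24 hr at 32C. Viability was measured as ATP content by luminescence, and AC50 values came from Hill fits.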
The depositor's hits bear a star; ? = inconclusive; [ ] = remark or other dose. The call rests on the fitted dose curve; in most records, active means well fitted cell-killing curve with a large enough effect; inconclusive means small, poorly fitted or top-dose-only effect; inactive means no such curve, though single readings can be large or run the other way. Potency means the concentration at half of the fitted maximal effect. Some of the compounds tested (hit frequency here may not be typical).

SMILES	p53null 39C tox	p53null 32C tox
COC(=O)c1ccc(Oc2ccc3nncn3n2)cc1	-11%	-2%
COc1ccc(C(c2nnnn2CC2CCCO2)N2CCC(C(N)=O)CC2)cc1 (stereo not given)	4%	6%
Cc1ccc(C(=O)Oc2coc(CSc3nnc(NC(=O)C4CC4)s3)cc2=O)cc1	-1%[1.84 µM]	16%
CCOC(=O)C1CCN(C(=O)c2ccc(NC(=O)C3CCCO3)cc2)CC1 (stereo not given)	4%	-5%
CCNC(=S)NNC(=O)c1csc(C(C)C)c1	-18%	-9%
COCCCN(C(=O)Cn1ncc2c(=O)oc3ccc(C)cc3c21)C(C)c1ccncc1 (stereo not given)	-5%	8%
Cc1ccc2c(c1)c1c(n2C)-c2[nH]ncc2CC1	-4%	-5%
COCCCn1c(SCC(=O)Nc2sc3c(c2C#N)CCCC3)nnc1-c1ccncc1	-1%	1%
COc1ccc(CCNC(=O)c2nonc2N)cc1	-4%	-17%
C/C=C(/C)C(=O)OC1c2c(ccc3ccc(=O)oc23)OC(C)(C)C1OC(C)=O (stereo not given)	23%	17%
O=C(N=C1c2ccccc2CN1c1ccc(F)cc1)c1ccc(Cl)nc1	18%	-1%
CCOC(=O)Cn1c(=O)c2c(nc(Br)n2Cc2ccccc2Cl)n(C)c1=O	-7%	-4%
O=C(CN1C(=O)c2ccccc2C1=O)Nc1ccccc1C(=O)NC1CCCCCC1	22%	-1%
Cc1ccc2nsnc2c1S(=O)(=O)NCc1ccc2c(c1)OCO2	-7%	0%
CCOC(=O)N1CCN(C(=O)c2ccccc2-c2ccccc2)CC1	-8%	22%
CC(C)(C)C(=O)Cn1c(NCCO)nc2ccccc21	-3%	-4%
COc1ccc(-c2cn(-c3ccc(OC)cc3)c(=S)[nH]2)cc1	5%	3%
CCCCN(C(=O)CCC(=O)Nc1cc(C)on1)C(C(=O)NC(C)(C)C)c1cccc(OC)c1OC (stereo not given)	12%	-2%
N#CCSc1nnc(-c2cnccn2)n1Cc1ccccc1	16%	2%
COc1cc(CN2CCN(c3cccc(Cl)c3)CC2)cc(OC)c1OC	-25%	7%
COC(=O)C1C(=O)C2=C(CC1C)NC(C)=C(C(=O)OC1CCCCC1)C2c1ccc(N(C)C)cc1 (stereo not given)	26%	-8%
CC(Oc1ccc(Cl)cc1Cl)C(=O)Nn1cnnc1 (stereo not given)	14%	2%
CN(C)S(=O)(=O)c1ccc(S(=O)(=O)NC2CCOC(C)(C)C2)cc1 (stereo not given)	18%	3%
COc1cccc(N2CCN(C(c3ccccn3)c3nnnn3C(C)(C)C)CC2)c1 (stereo not given)	-10%	-3%
COc1ccc(Cl)cc1NC(=O)CN1CCC(n2nnc3ccccc32)CC1	2%	-4%
CC(C)C(CC(=O)N1CCCCC1)C1CCOC(C)(C)C1 (stereo not given)	-3%	-11%
COc1ccc(NC(=O)CN2CC(c3ccccc3)CC2=O)cc1OC (stereo not given)	14%	5%
C=CCn1c(Sc2nncn2C)nc2c1c(=O)[nH]c(=O)n2C	-4%	1%
O=C1CC(N2CCCc3ccccc32)C(=O)N1c1ccccc1Cl (stereo not given)	-9%	-5%
CC(Sc1nc(N)c2c3c(sc2n1)CSC(C)(C)C3)C(=O)Nc1ccccc1 (stereo not given)	-18%	3%
CCOCCn1cnc2sc(C(=O)NCC(=O)OCC)c(C)c2c1=O	-3%	-14%
COC(=O)C1=C(CSc2nc3c(cc2C#N)CN(C)CC3)OC(N)=C(C#N)C1c1ccccc1F (stereo not given)	15%	5%
COC(=O)CN1C(=O)C2(C(C#N)=C(N)Oc3c2c(C)nn3-c2ccccc2)c2ccccc21 (stereo not given)	1%	-7%
Cc1ccccc1-n1c(Cn2c(=O)sc3ccccc32)nnc1SC(C)C	4%	-7%
CCOC(=O)Nc1sc(C)c(C)c1C(N)=O	15%	2%
COc1ccccc1N=CC1=C(O)CC(c2ccccc2)CC1=O (stereo not given)	5%	-2%
O=C(CN1C(=O)CSC1=O)N1CCCCC1	14%	-5%
CN(C)c1ccc(C(=O)c2ccc(O)cc2O)cc1	?	?
COc1ccc2c(C(F)(F)F)cc(=O)oc2c1C	-15%	3%
Cc1ccc(/C(O)=C2/C(=O)C(=O)N(CCN3CCOCC3)C2c2cccnc2)cc1 (stereo not given)	15%	3%
N#C[C@@H]1[C@@H]2C(=O)N(c3ccc4c(c3)OCCO4)C(=O)[C@@H]2C2c3ccccc3C=CN21 (stereo not given in full)	16%	-12%
Cc1ccc(S(=O)(=O)c2nc(Nc3ccccc3)sc2Cl)cc1	7%	6%
CCCS(=O)(=O)c1nc(S(=O)(=O)c2ccc(C)cc2)c(NCc2ccc3c(c2)OCO3)s1	16%	-4%
Cc1ccc(C)c(-n2c(C)cc(/C=N/NC(=O)c3c(C)nc4cc(C)ccn34)c2C)c1	-15%	9%
O=C(Cn1cnc2c(nnn2Cc2ccccc2F)c1=O)NCC1CCCO1 (stereo not given)	-13%	2%
O=C(c1ccccc1)N1CCC(O)(c2ccc3c(c2)OCO3)CC1	14%	0%
CCN(CC)c1c2c(c(C#N)c3nc4ccccc4n13)CCC2	-16%	-1%
Cc1nn(C(=O)c2c([N+](=O)[O-])cnn2C)c(C)c1Cl	-5%	-12%
Cc1ccc2c(c1)nnn2C1CCN(C(=O)C23CC4CC(CC(C4)C2)C3)CC1	18%	1%
O=C(O)C1CCC(=O)N(C2CCCCC2)C1c1ccccc1 (stereo not given)	-12%	-6%
Cc1cc(Nc2ccccc2)nn1C(=O)c1ccc([N+](=O)[O-])cc1	13%	-3%
O=Cc1cn(-c2ccccc2)nc1-c1ccc2c(c1)OCCO2	-8%	-4%
Cc1nnc(SCC(=O)N2CCC(C(N)=O)CC2)s1	6%	1%
O=C(CN(CC1CCCO1)C(=O)CCC(=O)Nc1nccs1)NCc1ccccc1 (stereo not given)	16%	-8%
Cc1ccc(C(=O)NCCN2CCOCC2)cc1	3%	1%
Cc1cc(C)cc(-n2c(C)cc(/C=N\NC(=O)COc3cccc4cccnc34)c2C)c1	15%	7%
Cc1nc2c(-c3ccccc3)c(C)nn2c(N)c1-c1ccccc1	?	?
CC1CCC(NC(=O)c2ccc(/C=C3\Oc4ccccc4N(C)C3=O)cc2)CC1 (stereo not given)	42%[activator]	0%
Cc1cc(NCc2ccco2)nc2cc(O)ccc12	-4%	-5%
CCCCCCCN(C(=O)CCl)c1ccccc1C	-4%[1.84 µM]	-6%
Next section.
SMILES	p53null 39C tox	p53null 32C tox
O=C(c1cccnc1)N1CCN(S(=O)(=O)c2ccc(Cl)cc2)CC1	7%	0%
CCc1ccc(NC(=O)C(=O)NCCN2CCN(C(=O)c3ccco3)CC2)cc1	15%	4%
Cc1ccc(NC(=O)CSc2nnc(Cn3c(=O)sc4ccccc43)n2C)cc1Cl	21%	6%
O=[N+]([O-])c1ccc(-c2cn(-c3ccc(Cl)cc3)c(=S)[nH]2)cc1	-7%	-6%
CC(C)(C)NC(=O)Cn1c(=O)oc2ccc(Cl)cc21	2%	2%
CCN=C(Nc1ccc2c(c1)OCO2)SC1CC(=O)N(c2ccc(OC)cc2)C1=O (stereo not given)	-6%	-6%
CCN(CC)S(=O)(=O)c1ccc(NC2CCCc3ccccc32)nc1 (stereo not given)	-8%	-9%
O=C1c2ccccc2C(Nc2ccc(S(=O)(=O)N3CCCCC3)cc2)N1c1ccccn1 (stereo not given)	-3%	7%
Cn1c(Cn2c(=O)sc3ccccc32)nnc1SCC(=O)N1CCc2ccccc21	-27%	1%
Cc1ccccc1OCc1nc(-c2ccc(NC(=O)c3ccco3)cc2)no1	-14%	-24%
Cc1cc(C)c[n+](-c2[nH]c(=O)sc2/C=N/NC([S-])=Nc2ccccc2)c1	15%	-6%
O=C(NC1CCCCC1)c1cccc(COCC(F)(F)F)c1	-9%	2%
CCOP(=O)(OCC)C(NC(=O)Nc1cccc(Cl)c1)C(N)=O (stereo not given)	28%	5%
Cc1cccc(OCCn2c(=S)[nH]c3ccccc32)c1	11%	3%
CCCc1cc(NCCCN2CCOCC2)n2c(nc3ccccc32)c1C#N	2%	-7%

The list goes on; the last seven above are carried over.
SMILES	p53null 39C tox	p53null 32C tox
Cn1c(Cn2c(=O)sc3ccccc32)nnc1SCC(=O)N1CCc2ccccc21	-27%	1%
Cc1ccccc1OCc1nc(-c2ccc(NC(=O)c3ccco3)cc2)no1	-14%	-24%
Cc1cc(C)c[n+](-c2[nH]c(=O)sc2/C=N/NC([S-])=Nc2ccccc2)c1	15%	-6%
O=C(NC1CCCCC1)c1cccc(COCC(F)(F)F)c1	-9%	2%
CCOP(=O)(OCC)C(NC(=O)Nc1cccc(Cl)c1)C(N)=O (stereo not given)	28%	5%
Cc1cccc(OCCn2c(=S)[nH]c3ccccc32)c1	11%	3%
CCCc1cc(NCCCN2CCOCC2)n2c(nc3ccccc32)c1C#N	2%	-7%
N=c1c2c(n(Cc3cccc(Cl)c3)c3c1CCC3)CCCC2	-14%	1%
O=C1CCOc2cc(OCc3ccccc3)ccc21	10%	-22%
CCn1nccc1C(=O)Nc1ccc(S(=O)(=O)NC23CC4CC(CC(C4)C2)C3)cc1	-26%	7%
CCCc1nc(NCC2CCCO2)c2nnn(Cc3ccccc3)c2n1 (stereo not given)	-6%	7%
Cc1ccc(C(c2nnnn2CCc2ccccc2)N2CCC(C)CC2)cc1 (stereo not given)	3%	0%
O=C(NC1CCCCC1)c1ccc(S(=O)(=O)N2CCCC2)cc1	-5%	-1%
CC(C)C1Oc2ccccc2N(CC(=O)N(Cc2ccccn2)C2CC2)C1=O (stereo not given)	9%	1%
CN1CCN(C(=O)NC2CCCCC2)CC1	25%	14%
Fc1ccc(-c2csc3ncnc(Cl)c23)cc1	-6%	-6%
Cc1ccsc1/C=N\NC(=O)c1n[nH]c2c1CCC2	-16%	-10%
Cc1ccc(SCc2c(C#N)c3ccccc3n2C)cc1	-1%	1%
CC(CN1CCOCC1)C(=O)O (stereo not given)	14%	-3%
COc1ccc(C)cc1NC(=O)CNC(=O)Cn1ccc2ccccc2c1=O	-7%	7%
Clc1nc(NCc2cccnc2)nc(N2CCOCC2)n1	12%	3%
O=C(NCc1ccccc1)c1ccc(C2SCC(=O)N2Cc2ccccc2)cc1 (stereo not given)	18%	-1%

Single records (already shown). Values in the order: p53null 39C tox | p53null 32C tox
Profile of `CCOC(=O)Nc1sc(C)c(C)c1C(N)=O` → 15% | 2%
Profile of `CC(C)C1Oc2ccccc2N(CC(=O)N(Cc2ccccn2)C2CC2)C1=O` (stereo not given) → 9% | 1%

The listing continues.
SMILES	p53null 39C tox	p53null 32C tox
O=C(CCN1C(=O)/C(=C\c2ccccc2)SC1=S)NNC(=O)c1cccnc1	17%	6%
CCCCCCCCCCCNC(=O)c1ccoc1C	9%	3%
CCc1ccc(NC(=O)CSc2nnc(Cn3c(=O)sc4ccccc43)n2C)cc1	-8%	-2%
CN1CCN(C(=O)c2ccccc2N(Cc2ccccc2)S(=O)(=O)c2ccccc2)CC1	5%	-7%
COc1ccc2[nH]c3c(=O)n(N)c(C)nc3c2c1	8%	-5%
Cn1c(=O)c2c(nc(NCCCO)n2CCc2ccccc2)n(C)c1=O	-5%	-6%
CCC1CCCCN1S(=O)(=O)c1ccc(NC(=O)c2cccs2)cc1 (stereo not given)	5%	7%
O=C(N/N=C\c1ccc(-c2ccc([N+](=O)[O-])cc2)o1)c1ccc2c(c1)OCO2	22%	6%
CCc1[nH]nc2c1C1(CCN(C(=O)OCc3ccccc3)CC1)C(C#N)=C(N)O2	-16%	-2%
CCOc1ccccc1NC(=O)CC1Nc2ccccc2NC1=O (stereo not given)	16%	11%
O=C(Nc1ccc2c(c1)C(=O)N(c1ccccc1)C2=O)C1CCCO1 (stereo not given)	5%	2%
CCOc1ccc(=O)n(-c2ccccc2)n1	-4%	-7%
COC(=O)C1(Cc2ccccc2)NC(c2ccc(F)cc2)C2C(=O)N(C)C(=O)C21 (stereo not given)	25%	-4%
CCNC(=O)CCS(=O)(=O)c1ccc2ccccc2c1	-4%	1%

Seven compounds picked at random from those above, as already listed:
SMILES	p53null 39C tox	p53null 32C tox
CN1CCN(C(=O)c2ccccc2N(Cc2ccccc2)S(=O)(=O)c2ccccc2)CC1	5%	-7%
CCC1CCCCN1S(=O)(=O)c1ccc(NC(=O)c2cccs2)cc1 (stereo not given)	5%	7%
CCOc1ccccc1NC(=O)CC1Nc2ccccc2NC1=O (stereo not given)	16%	11%
CCCCCCCCCCCNC(=O)c1ccoc1C	9%	3%
O=C(Nc1ccc2c(c1)C(=O)N(c1ccccc1)C2=O)C1CCCO1 (stereo not given)	5%	2%
O=C(N/N=C\c1ccc(-c2ccc([N+](=O)[O-])cc2)o1)c1ccc2c(c1)OCO2	22%	6%
CCc1[nH]nc2c1C1(CCN(C(=O)OCc3ccccc3)CC1)C(C#N)=C(N)O2	-16%	-2%

Assay outcomes from PubChem BioAssay.
